Screens (PubChem)
miR-122 sensor – inhibitors of miR-122 in Huh7 cells. activation (reporter increase), % at 12.5 µM. 340,000 compounds, 0.3% hits. Huh7 miR-122 Renilla luciferase sensor, 48 h; neutral wells = 0, positive control = 100;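 active = mean replicate activation score at least 90 and every replicate individually at or above 90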;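 note: higher luciferase means less miR-122 activity so hits act as miR-122 inhibitors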
INS-1E GSIS act – GLuc luminescence reporter in INS-1E cells, primary screen for activators of glucose-dependent secretion of insulin | 370,000 compounds, 0.61% hits | INS-1E GLuc reporter insulin secretion, 2-3 h | activation, % at 16.6 µM;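 active = lowest replicate activation of at least 40%, so every replicate reaches that level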;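 note: 0% = median of neutral control wells and 100% = median of IBMX positive control wells; some compounds called inactive have numbers as strong as hits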
C2C12 statin – protects C2C12 myotubes from simvastatin toxicity; 330,000 compounds, 0.78% hits; rescue of ATP level, % at 7.49 µM; AID 602340; ATP luminescence, 48 h; scaled: DMSO 0, geranylgeraniol control 100;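 active = mean ATP rescue above about 67%, or every replicate alone reaching that limit, limit read from the data, passing the limit was not always enough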;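 note: myotubes were challenged with 10 µM simvastatin during compound exposure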
Cneo AK release – Cryptococcus neoformans lysis via adenylate kinase release; lysis activity, % at 15 µM; C. neoformans lysis, adenylate kinase release luminescence, 4 h; normalised: neutral wells 0, clomiphene wells 100; 360,000 compounds, 0.2% hits;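 active = mean lysis activity across replicates of at least 80%, whatever share of replicates individually reach that level; inactive = mean lysis activity below 80%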
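Assay system: Cryptococcus neoformans yeast cells / Dosing: single-point compound dose / Timing: 4 h at 37 °C static, read 1 h later / Measured by: luminescence of released adenylate kinase using an AK detection reagent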
CFTR F508del cor – correctors of CFTR F508del function in bronchial epithelial cells | CFBE cells, YFP halide quenching; stimulated with forskolin plus potentiator P3; % fluorescence drop versus neutral controls | activity (quench increase), % at 7.58 µM | 350,000 compounds, 0.36% hits | AID 720511;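 active = mean added fluorescence quench of at least 8% versus neutral control, with both replicates also reaching 8%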;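 note: cells transiently co-express mutant CFTR-F508del with the halide-sensitive YFP; corrector assay measuring rescue of mutant channel to the surface after 24 h compound exposure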
FN deposition inh – fibronectin deposition inhibition; AH1F fibroblasts, Alexa488-fibronectin deposition fluorescence, overnight; inhibition, % at 12.6 µM; 350,000 compounds, 0.086% hits; AID 743247;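 active = mean inhibition across replicates of 30% or more, regardless of how many single replicates reach that level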;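 note: positive control wells lacked labelled fibronectin entirely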
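material = AH1F fibroblast monolayer depositing Alexa488-labelled fibronectin into matrix | amount = 10000 AH1F cells/well | buffer or medium = DMEM plus 2% serum, read in PBS | incubation = 1 h cell adhesion before compound, then overnight fibronectin incubation | detection = fluorescence at 485 nm excitation, 525 nm emission | evaluation = percent inhibition as loss of matrix-bound fibronectin fluorescence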
PglD inh – PglD (C. jejuni) enzyme inhibition | inhibition, % at 12.5 µM | purified PglD enzyme, DTNB colorimetric CoA detection | 360,000 compounds, 0.098% hits; in the data active = inhibition above about 16%, passing the limit was not always enough; note: strong numbers were not always called active
PGC1a acetyl inh – lowers PGC1a acetylation signal in U2OS cells; AlphaScreen anti-acetyl-lysine; with virally co-expressed GCN5 acetyltransferase; 350,000 compounds, 0.17% hits; inhibition, % at 15.6 µM;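 active = every replicate shows inhibition of at least 40%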;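 note: 0% = neutral control wells and 100% = positive control wells; some results beyond the cut were filed as inactive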
An asterisk follows results filed as active; . = not tested or not shown; & = joins results of further samples; [ ] = remark or other dose.

SMILES	miR-122 sensor	INS-1E GSIS act	C2C12 statin	Cneo AK release	CFTR F508del cor	FN deposition inh	PglD inh	PGC1a acetyl inh
CCC(=O)N1C[C@H](C)[C@@H](OC)CN(C)C(=O)c2ccc(NC(=O)c3cnccn3)cc2OC[C@@H]1C	.	-4	.	.	-0.3	8	.	10
CO[C@@H]1CN(C)C(=O)c2cc(NS(=O)(=O)c3cccc(C)c3)ccc2OC[C@@H](C)NC[C@H]1C	29[16.7 µM]	2	6	104*	2.9	-10	-45	0
CC(C)Cn1cc(F)c(=O)n(CC(C)C)c1=O	.	-7	.	.	-4.2	1	.	-5
Cc1cn([C@H]2C[C@H](N=[N+]=[N-])[C@@H](CO)O2)c(=O)[nH]c1=O	-4	-2	5	-1	-6.7	-3	3	14
Cc1noc(C)c1NC(=O)Nc1ccc2c(c1)CC(=O)N([C@H](C)CO)C[C@@H](C)[C@@H](CN(C)S(=O)(=O)c1cn(C)cn1)O2	5[16.7 µM]	11	30	-2	0.9	2	2	3
N#CCCn1c(SCC(=O)NCc2ccco2)nc2ccccc21	-8	.	-93	-3	.	.	-5	-14
COc1ccc(C(C(=O)NCC2CCCO2)N(C(=O)CNC(=O)c2cccs2)c2ccc(C(C)=O)cc2)cc1OC (stereo not drawn)	-4	-4	4	.	-2.3	-7	.	0
CCS(=O)(=O)c1ccc(O)c(N2C(=O)C3C4C=CC(C4)C3C2=O)c1 (stereo not drawn)	-1	10	10	.	.	.	.	-2
Cc1cccc(CN2CCN(C(c3ccccc3)c3ccc(Cl)cc3)CC2)c1 (stereo not drawn)	-4	-24	-11	3	-15	11&0	5	3
O=S(=O)(c1ccc2oc(=S)[nH]c2c1)N1CCCCC1	4	3	9	.	-2.6	5	.	6
O=C(NCc1ccccn1)C1CC(c2ccc(Cl)c(Cl)c2)=NO1 (stereo not drawn)	0	.	-6	4	.	2	4	5
C=CCN1C(=O)/C(=C2\SC(N3CCOCC3)=NC2=O)c2cc(Br)ccc21	3	.	19	2	.	-4	-4	12
CC(C)c1ccc(OCCCN2CCCC2)cc1	7	-15	0	0	1.9	3	-3	9
CCCCNC(=O)O[C@H]1C[C@@H]2CCN3C(=O)CCC[C@H]([C@H]1CC)[C@H]23	-1	11	-8	0	0.1	-1	-3	1
O=C1Cc2ccccc2C(=O)N1Cc1cccc(Cl)c1	0	-4	1	-1	-1.9	-3	-2	2
COc1ccc(NC(=O)N2C[C@H](O)COC[C@@H]3O[C@@H](CC(=O)NCc4ccncn4)CC[C@H]32)cc1	3[16.7 µM]	16	6	-3	-0.7	-12	15	4
CN(C)CCCNC(=O)C(=O)NCC1OCCN1S(=O)(=O)c1cccs1 (stereo not drawn)	.	20	-6	1	-0.2	.	2	.
C[C@@H]1CN([C@@H](C)CO)C(=O)c2cc(/C=C/c3ccccc3)cnc2O[C@H]1CN(C)C(=O)c1ccc(F)cc1	-8[16.7 µM]	-36	13	38	-3.1	-4	-2	10
CCCOc1c(OC)cccc1C1CC(=O)Nc2cc3c(cc21)OCO3 (stereo not drawn)	-1	.	2	3	.	.	-6	-15
C/C(=N\NC(=O)COc1cccc(Br)c1)c1ccc2c(c1)OCCO2	-2	11	-13	-1	3.9	-2	-3	-6
CCCc1nc(C)c(-c2ccc(OC)c(OC)c2)c(=O)[nH]1	-8	.	-13	3	.	.	-10	4
O=C(Nc1ccccc1)Nc1sccc1-c1nc2ccccc2s1	6	29	.	0	-2.9	6	0	3
N/C(=N\C(=S)Nc1ccc2c(c1)OCO2)c1ccccc1	-2	-10	-6	-5	2.5	-7	-1	0
COc1cccc(/C=C2/SC(=S)N(CC(=O)Nc3nnc(C)s3)C2=O)c1	.	.	1	7	3.6	5	-1	.
COc1ccc(N2CCN(C(c3cccs3)C(C)NC(=O)C(=O)N3CCCCC3)CC2)cc1 (stereo not drawn)	.	-7	6	4	-1.7	9	-5	.
COc1ccc(-c2cccc(C3CC=CC4C3C(=O)N(Cc3ccccc3)C4c3ccc(OC)c(Cl)c3)c2)cc1 (stereo not drawn)	7	-38	-3	9	-2.8	-6	-2	.
NS(=O)(=O)c1ccc(NC(=O)COC(=O)c2ccc(Cl)cc2[N+](=O)[O-])cc1	-4	-3	-2	.	1.1	8	.	6
COc1ccc(-n2cnc3c(N)nc(N)nc32)cc1	5	20	-1	-1	4.1	-10	-4	.
Cc1ccc([N+](=O)[O-])cc1NC(=O)CSc1n[nH]c(-c2cccnc2)n1	.	4	0	-2	0.3	-9	7	.
C=Cc1ccc(Cn2c(=O)n(C)c(=O)c3sccc32)cc1	.	-11	7	3	-2.6	5	2	.

The last 2 records of the part before come first, to join the parts:
SMILES	miR-122 sensor	INS-1E GSIS act	C2C12 statin	Cneo AK release	CFTR F508del cor	FN deposition inh	PglD inh	PGC1a acetyl inh
Cc1ccc([N+](=O)[O-])cc1NC(=O)CSc1n[nH]c(-c2cccnc2)n1	.	4	0	-2	0.3	-9	7	.
C=Cc1ccc(Cn2c(=O)n(C)c(=O)c3sccc32)cc1	.	-11	7	3	-2.6	5	2	.
NS(=O)(=O)c1ccc(NC(=O)/C=C/c2ccccc2[N+](=O)[O-])cc1	.	-9	.	.	0.3	-5	.	8
C[C@@H]1CCCCO[C@@H](CN(C)C(=O)NC2CCCCC2)[C@H](C)CN([C@@H](C)CO)C(=O)c2cc(NS(=O)(=O)c3cn(C)cn3)ccc2O1	3[16.7 µM]	-14	2	101*	1.5	.	-3	.
CCOC(=O)C1CCCN(C(=O)CN2C(=O)C(CC)Oc3ccc(C)cc32)C1 (stereo not drawn)	-5	.	8	0	.	8	1	.
CCN(CC(=O)Nc1cccc(OC)c1)CC(=O)Nc1ccccc1C	3	-4	12	3	-0.9	1	9	7
COc1ccc(-c2ccc(SCC(=O)c3ccccc3)nn2)cc1OC	.	19	.	0	0.6	2	-1	-30
COc1cc(C(Nc2ccc(S(=O)(=O)N3CCC(C)CC3)cc2)C(=O)NCC2CCCO2)cc(OC)c1OC (stereo not drawn)	.	-21	.	8	.	2	-1	.
Cc1ccc(C)c(NC(=O)Cc2nc(CNCC(C)C)cs2)c1	1	-4	6	0	-1.0	-3	-1	.
CCC(Oc1ccccc1)C(=O)N1CCN(C(=O)C(CC)Oc2ccccc2)CC1 (stereo not drawn)	.	-1	9	-2	0.5	.	-5	6
CCC(=O)N[C@H]1C=C[C@@H](CC(=O)NCC2CCCCC2)O[C@H]1CO	-4[16.7 µM]	-4	-7	-4	2.5	.	4	-6
COc1cccc(-c2csc(N3CCN(CC(=O)NNC(=O)c4ccc(Br)cc4)CC3)n2)c1	6	9	-2	2	.	.	0	6
CCOc1ccccc1NC(=O)N1CCC(n2nnc3cc(C)ccc32)CC1	9	.	1	-9	.	-16	7	0
O=c1onc(-c2ccccc2)n1Cc1ccc([N+](=O)[O-])cc1	1	4	-5	-1	-0.8	0	-4	4
CCOC(=O)c1ccc(S(=O)(=O)Nc2ccc(N3CCOCC3)cc2)cc1	3	-21	4	-2	2.7	4	-2	.
CC(C)(C)C(=O)CSc1ccc(S(=O)(=O)N2CCCC2)cn1	.	13	-6	-1	0.4	2	2	.
O=C(O)CCCCCNS(=O)(=O)/C=C/c1ccccc1	.	4	-4	.	-1.0	-4	.	11
CCOc1ccccc1-c1nc(C(N)=O)c2[nH]c(=O)n(-c3ccc(F)cc3)c2n1	2	15	.	2	-1.4	1	-1	-4
CCc1ccc(CCC(=O)Nc2ccc(Br)cc2)o1	6	-10	-8	-1	-4.3	-3	8	5
Cc1ccc2[nH]c(=O)c(CN(Cc3nnnn3Cc3ccccc3)C3CCCC3)cc2c1	7	.	1	-2	.	.	-8	30
C[C@H](NC(=O)C[C@@H]1CC[C@@H](NC(=O)C2CCC2)[C@@H](CO)O1)c1ccccc1	.	10	-7	0	4.2	.	0	-7
CC(C)NC(=O)N(C)C[C@@H]1Oc2ccc(NS(C)(=O)=O)cc2C(=O)N([C@@H](C)CO)C[C@@H]1C	7[16.7 µM]	7	6	5	-3.1	-8	-1	-1
COc1ccc2[nH]c(C(=O)N3CCc4ccccc4C3)c(C)c2c1	12	-21	27	0	-3.2	3	2	-3
O=C(C[C@H]1CC[C@H](NS(=O)(=O)c2ccccc2F)[C@@H](CO)O1)NCCCN1CCOCC1	11[16.7 µM]	-11	-3	-1	-0.4	-1	2	3
COc1ccc(NC(=O)CCC(=O)c2ccc(F)cc2)cc1	-4	2	4	-1	-0.6	0	3	11
COc1ccc(CC(N)c2csc(NC(=O)Nc3ccc(F)cc3)n2)cc1 (stereo not drawn)	-6	11	-9	1	4.6	2	-2	.
Cc1noc(C)c1S(=O)(=O)N(C)CC(=O)Nc1ccc(F)cc1	3	-18	50	2	.	.	8	14
Cc1cc(OCC(=O)OCC(=O)NC2CCCC2)ccc1Cl	-10	0	0	2	-0.2	0	-4	.
C/C=C/c1cnc2c(c1)C(=O)N([C@H](C)CO)C[C@H](C)[C@@H](CN(C)Cc1ccncc1)O2	2[16.7 µM]	13	-18	2	-1.3	.	-3	.
COc1ccc(C(=O)C2CCCN(Cc3cccn3-c3nccs3)C2)cc1F (stereo not drawn)	5	14	-20	-1	1.5	-7	2	.
NS(=O)(=O)c1cccc(NS(=O)(=O)c2ccc(/C=C/C(=O)OCC(=O)c3ccc(Br)cc3)cc2)c1	1	-8	-46	-1	0.8	-17	-4	8
COc1ccccc1C(=O)COC(=O)c1nc2nc(C)cc(C)n2n1	.	0	8	-2	1.3	3	10	.

3 structures from above, ordered by heavy-atom count, ascending:
SMILES	miR-122 sensor	INS-1E GSIS act	C2C12 statin	Cneo AK release	CFTR F508del cor	FN deposition inh	PglD inh	PGC1a acetyl inh
COc1ccc2[nH]c(C(=O)N3CCc4ccccc4C3)c(C)c2c1	12	-21	27	0	-3.2	3	2	-3
COc1ccc(CC(N)c2csc(NC(=O)Nc3ccc(F)cc3)n2)cc1 (stereo not drawn)	-6	11	-9	1	4.6	2	-2	.
O=C(C[C@H]1CC[C@H](NS(=O)(=O)c2ccccc2F)[C@@H](CO)O1)NCCCN1CCOCC1	11[16.7 µM]	-11	-3	-1	-0.4	-1	2	3

(listing goes on)
SMILES	miR-122 sensor	INS-1E GSIS act	C2C12 statin	Cneo AK release	CFTR F508del cor	FN deposition inh	PglD inh	PGC1a acetyl inh
Cc1csc(NC(=O)CCNC(=O)c2ccccc2Cl)n1	.	-2	.	.	-2.6	11	.	4
CC(=O)OCC1OC(n2ccc3ccccc32)C(OC(C)=O)C(OC(C)=O)C1OC(C)=O (stereo not drawn)	7	.	-17	0	.	13	-3	-8
COc1ccccc1-c1cnc2c(c1)C(=O)N([C@@H](C)CO)C[C@@H](C)[C@H](CN(C)C(=O)c1ccncc1)O2	-10[16.7 µM]	16	5	-2	-0.3	2	16	0
COc1ccc(S(=O)(=O)N(C)C[C@@H]2OCCCC[C@@H](C)Oc3ccc(NC(=O)NC(C)C)cc3C(=O)N([C@H](C)CO)C[C@@H]2C)cc1	-4	-7&8	-9	1&54	3.6&1.6	-7	1&2	5&0
COc1ccc(C(=O)c2coc3ccc(O)c(CN4CCCCC4)c23)cc1	.	-4	-33	0	3.5	-13	-4	-22
COc1cc([N+](=O)[O-])cc(/C=N/NC(=O)C(C)Nc2cccc3ccccc23)c1O (stereo not drawn)	-3	-4	.	-1	.	3	1	.
Brc1ccccc1OCCCCn1cnc2ccccc21	-1	-14	-13	-12	5.4	-2	-1	6
O=C1c2ccccc2C(=O)N1c1nc(-c2cccs2)cs1	-9	.	.	0	.	.	4	5
O=C(COC(=O)c1cccnc1Cl)Nc1ccc(S(=O)(=O)N2CCOCC2)cc1	.	5	7	-1	7.7	-4	-10	-3
Cc1onc(-c2ccccc2)c1C(=O)N1CCN(C)CC1	6	.	13	-1	.	-6	1	-1
